High-throughput results as filed in PubChem.
TROY signal inh: TROY signaling inhibition; Q293 LMP1-TROYcd NF-kB luciferase reporter, 4 h; inhibition, % at 10 µM; actives 0.98% (n = 360,000);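 active = compounds whose plate-normalised and pattern-corrected inhibition of the luciferase reporter signal at the single screening dose is 50% or more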
ABHD5-PLIN5 inh: blocks binding of human ABHD5 to perilipin-5. Q00G26+Q8WTS1. Split G. princeps luciferase complementation, luminescence, 4 h. inhibition, % at 4 µM. actives 0.78% (n = 360,000). AID 602281;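 active = inhibition above the mean inhibition across every tested compound plus 3 SD, cut at about 22% in these data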;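 note: 0% = DMSO only wells and the 100% control is not disclosed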
TWEAK Fn14 block: inhibitors of TWEAK-Fn14 interaction signaling | TWEAK-stimulated Fn14 reporter cells, luciferase luminescence, 8 h | AID 1159606 | actives 2% (n = 360,000) | inhibition, % at 10 µM; in the data active = inhibition above about 50%
NCOA2 inhibitor: human SRC2 (NCOA2) inhibition; HEK293 GAL4-SRC2 luciferase reporter, luminescence; AID 651957; actives 0.17% (n = 370,000); inhibition, % at 9 µM;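 active = inhibition above the mean inhibition of all tested compounds plus 3 SD, set per campaign, cut at about 52% in these data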;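 note: 0% = DMSO treated cells and 100% = cells given Gossypol at 36 µM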
TLR9-MyD88 block: inhibitors of human TLR9-MyD88 binding | actives 0.21% (n = 340,000) | CHO BLA complementation TLR9-MyD88, CCF4 FRET ratio | inhibition, % at 4.98 µM | AID 504734;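 active = inhibition above the mean over all tested compounds plus 3 SD, cut at about 21% in these data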;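 note: 0% = DMSO only wells and 100% = clavulanate BLA inhibitor control wells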
Granule exo inh: blocks lytic granule exocytosis; inhibition, % at 10 µM; TALL-104 LAMP-1 surface exposure, flow cytometry; cells stimulated with thapsigargin and PMA; actives 0.66% (n = 360,000); AID 651702;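 active = inhibition above about 55%, limit read from the data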
NOD2 RIPK2 PPI: inhibitors of human NOD2-RIPK2 interaction; O43353; CHO BLA complementation NOD2-RIPK2, CCF4 ratio; inhibition, % at 4.98 µM; actives 0.38% (n = 360,000); AID 624267; in the data active = inhibition above about 21%;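 note: 0% = vehicle only and 100% = reference blocker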
Target sequence (O43353 whole entry, looked up): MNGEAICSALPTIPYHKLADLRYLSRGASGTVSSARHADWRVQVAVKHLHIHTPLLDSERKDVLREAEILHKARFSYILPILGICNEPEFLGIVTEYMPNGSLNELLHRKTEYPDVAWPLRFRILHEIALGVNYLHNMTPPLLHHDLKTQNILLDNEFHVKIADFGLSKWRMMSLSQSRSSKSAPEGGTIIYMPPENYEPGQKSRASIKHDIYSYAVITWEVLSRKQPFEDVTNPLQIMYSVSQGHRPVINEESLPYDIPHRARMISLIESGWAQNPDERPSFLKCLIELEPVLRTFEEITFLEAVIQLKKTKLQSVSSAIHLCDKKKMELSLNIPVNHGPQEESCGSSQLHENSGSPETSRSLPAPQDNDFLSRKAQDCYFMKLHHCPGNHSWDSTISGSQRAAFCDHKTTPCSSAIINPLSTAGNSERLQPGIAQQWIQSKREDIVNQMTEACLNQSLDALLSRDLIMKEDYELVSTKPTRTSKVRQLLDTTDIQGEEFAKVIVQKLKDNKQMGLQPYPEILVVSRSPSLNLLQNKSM
SRC1 inh: inhibits human SRC1 coactivator; Q15788; HEK293 GAL4-SRC1 luciferase reporter, luminescence; inhibition, % at 3.6 µM; actives 0.12% (n = 360,000); AID 588354;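 active = inhibition above the campaign mean plus 3 SD, with each screening campaign given its own cutoff, cut at about 60% in these data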;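 note: 0% = DMSO treated cells and 100% = gossypol at 36 µM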
NCOA3 inh: human NCOA3 inhibition | HEK293 GAL4-SRC3 luciferase reporter, luminescence | inhibition, % at 3.6 µM | actives 0.17% (n = 360,000);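 active = inhibition above a per-campaign cutoff, the mean of all compounds plus 3 SD, cut at about 60% in these data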;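 note: 0% = DMSO-treated cells and 100% = gossypol-treated cells at 36 µM; higher means less SRC3-driven luciferase light from the GAL4 reporter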
LRH-1 inv ag: suppresses constitutive activity of human LRH-1; O00482; HEK293T StAR-luciferase reporter, LRH-1 transfected, 24 h; inhibition, % at 3.6 µM; actives 0.13% (n = 360,000);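 active = inhibition above the mean inhibition of all tested compounds plus 3 SD, cut at about 73% in these data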;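 note: 0% = DMSO wells and 100% = reporter-only cells lacking LRH-1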
Target sequence (O00482 whole entry, looked up): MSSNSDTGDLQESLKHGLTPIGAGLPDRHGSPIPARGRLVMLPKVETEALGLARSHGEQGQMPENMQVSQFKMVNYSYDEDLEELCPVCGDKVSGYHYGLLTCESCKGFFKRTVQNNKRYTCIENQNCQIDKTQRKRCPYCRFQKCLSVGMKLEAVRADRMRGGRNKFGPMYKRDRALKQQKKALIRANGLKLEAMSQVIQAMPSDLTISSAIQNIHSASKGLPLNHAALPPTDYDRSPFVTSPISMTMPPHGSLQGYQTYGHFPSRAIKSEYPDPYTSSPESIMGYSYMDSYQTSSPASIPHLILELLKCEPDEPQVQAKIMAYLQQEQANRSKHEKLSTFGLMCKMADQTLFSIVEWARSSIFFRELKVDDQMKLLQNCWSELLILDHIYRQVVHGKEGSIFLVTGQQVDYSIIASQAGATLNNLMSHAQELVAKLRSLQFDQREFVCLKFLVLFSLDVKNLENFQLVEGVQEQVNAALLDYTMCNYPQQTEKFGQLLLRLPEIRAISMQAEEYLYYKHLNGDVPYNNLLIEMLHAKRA
COUP-TFII inh: blocks human COUP-TFII nuclear receptor; P24468; HEK293T NGFI-A luciferase reporter, luminescence; inhibition, % at 8.6 µM; actives 0.7% (n = 370,000); AID 686940;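 active = inhibition above a per-plate cutoff, mean inhibition of test wells between control levels plus 3 SD, cut at about 38% in these data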;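 note: cells cotransfected with COUP-TFII expression vector driving the NGFI-A reporter; 0% = median of COUP-TF2 test wells and 100% = reporter-only cells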
* marks the source's active call; other numbers are inactive results; . = no result given.

SMILES	TROY signal inh	ABHD5-PLIN5 inh	TWEAK Fn14 block	NCOA2 inhibitor	TLR9-MyD88 block	Granule exo inh	NOD2 RIPK2 PPI	SRC1 inh	NCOA3 inh	LRH-1 inv ag	COUP-TFII inh
COc1ccc(NC(=O)c2cccc(S(=O)(=O)NCc3ccco3)c2)c(OC)c1	2	4	6	-10	-9	5	0	-18	1	9	13
COc1ccc(-c2csc3ncnc(N4CCN(Cc5ccccc5)CC4)c23)cc1	33	6	-2	9	11	19	5	1	10	-8	3
COc1cc(CC(CC(=O)O)CC(C)OCc2ccccc2)cc(OC)c1 (stereo unspecified)	9	-6	-9	-4	-7	-5	-17	-6	11	-10	-8
CN(C(=O)CC1C(=O)NCCN1Cc1ccc(F)cc1Cl)C1CCCCC1 (stereo unspecified)	1	4	-1	5	-3	0	-8	-2	7	16	7
COc1ccc(C)cc1NC1=C(Cl)C(=O)N(C2CCCCC2)C1=O	-17	-5	4	21	11	-1	-2	12	10	13	10
Cc1n[nH]c(C)c1C(=O)CC1(O)C(=O)N(CCc2ccccc2)c2ccc(Cl)cc21 (stereo unspecified)	7	0	21	-16	-11	0	-3	8	-8	3	-4
Cc1ccc(C2CC(C(F)(F)F)n3ncc(C(N)=O)c3N2)cc1 (stereo unspecified)	1	1	24	-43	3	-1	-4	3	-6	4	0
CN(C(=O)CSc1nnc(C2CC2)n1C)C1CCCc2ccccc21 (stereo unspecified)	0	4	9	-1	-6	5	9	-17	13	-7	-13
CCn1cc(/C=N\NC(=O)Cc2ccc([N+](=O)[O-])cc2)c(C)n1	1	-3	7	-29	-1	-3	-6	-4	0	8	-1
Oc1ccccc1C(=S)N1CCN(c2cccc(Cl)c2)CC1	-11	-12	-8	-3	0	-16	2	-5	11	-12	4
O=C(COc1nsnc1N1CCOCC1)Nc1ccccc1Cl	-10	1	-4	-6	-13	9	-7	-13	-9	-16	-18
O=C(COc1ccccc1F)NC12CC3CC(CC(C3)C1)C2	4	-7	-1	18	3	-3	-4	-30	12	5	-2
Cc1cc(NC(=O)CCc2ccc(C)o2)no1	8	1	1	3	8	2	-3	8	-27	4	-2
O=C(NC1CCCCCC1)C(=S)NCCc1ccccc1	-21	-5	-11	-2	2	-1	-4	-16	19	18	-10
Cc1cc(F)ccc1S(=O)(=O)N1CCCOC1CNC(=O)C(=O)NCCc1ccccc1 (stereo unspecified)	1	10	-9	-5	-8	-3	3	-7	-5	14	8
COc1ccccc1CNS(=O)(=O)c1c(C)[nH]c(=O)[nH]c1=O	13	1	7	-5	3	0	-13	-19	-28	-10	1
CCSc1nc2c(c(=O)n1Cc1ccccc1)SC(C)C2 (stereo unspecified)	21	2	9	15	4	0	-4	4	-5	16	8
Cc1ccc(C2=N/C(=C\c3cccnc3)C(=O)O2)cc1	-2	-5	0	-9	-3	-1	0	-5	-5	8	-11
COC(=O)/C(=C/c1cccc([N+](=O)[O-])c1)NC(=O)c1ccc(OC)cc1	-14	-1	-19	-51	-4	4	-12	-7	11	-19	-20
COc1cc(C2C(=O)N(C3CCCC3)CC(=O)N2Cc2ccco2)ccc1OC(C)C (stereo unspecified)	4	-1	11	7	-9	-4	3	4	-11	2	22
O=C(NCc1ccco1)c1ccc2nc([C@@H]3O[C@H](CO)[C@H](O)[C@H](O)[C@H]3O)[nH]c2c1	-1	8	21	-9	.	-6	9	7	3	0	1
COc1ccc(C(=O)CNc2cccc(F)c2)cc1	-35	6	-15	-6	1	-9	7	-66	-66	-6	-23
CC(=O)N(C)c1ccc(NC(=S)Nc2ccccc2)cc1	-9	-1	8	0	-7	5	1	-16	2	15	-23
Cc1ccc(S(=O)(=O)C2(S(=O)(=O)c3ccc(C)cc3)CCCC2)cc1	4	-3	24	-6	11	0	-5	-3	16	-2	-11
CCOCCn1cnc2sc(C(=O)NCC(=O)OCC)c(C)c2c1=O	-22	0	-12	-14	-8	7	-5	-26	-32	-25	-5
CCOC(=O)N1CCC(NC(=O)CS(=O)(=O)Cc2nc(-c3ccc(OC)cc3)oc2C)CC1	13	-2	-13	-1	-1	0	8	-26	-14	-3	3
CC(=O)c1sc(NS(=O)(=O)c2ccc(C)cc2)nc1-c1ccccc1	2	-5	-14	7	1	-23	-9	-3	17	-12	-15
Cc1nn2c(N3CCOCC3)c3c(nc2c1-c1ccccc1)CCCC3	17	6	6	-4	11	0	2	-1	-3	-2	5
CCOC(=O)N(C)[C@H]1C[C@H]2c3[nH]c4ccccc4c3CCN2C[C@H]1[C@H](C)O	10	-3	-3	-26	.	-2	3	10	7	-7	16
Cc1ccccc1/C=N/NC(=O)Cc1ccc(Cl)cc1	1	2	-18	-19	1	0	-6	-6	-4	-8	25
COc1ccc(/C=C(/C#N)c2cccnc2)cc1OC	1	1	-10	-12	0	-8	7	-11	18	-2	-7
O=C(O)c1ccc(S(=O)(=O)NCc2ccc3c(c2)OCO3)cc1	8	-1	5	-3	-12	2	-6	-1	-8	-17	-7
O=C(NCc1ccco1)c1cccc(Br)c1	5	-1	-8	13	1	-1	-1	4	-3	17	13
COc1ccc(/C=C/C(=O)Nc2c(C)nn(C)c2C)cc1COc1ccc(Cl)cc1Br	-34	2	-2	0	-4	-6	-11	-2	-1	-3	-11
COc1ccc(C(CCN2CCCC(C)C2)c2c(OC)cc(OC)c3c(C)cc(=O)oc23)cc1 (stereo unspecified)	-14	0	3	-15	-3	3	0	-27	-8	-20	-8
Cc1ccc(S(=O)(=O)Nc2ccccc2F)cc1C(=O)N1CCN(c2ccccc2O)CC1	11	-15	1	14	7	-2	-2	-3	14	9	2
C=CCOc1ccc(CNC(C)(C)CO)cc1OC	2	3	-2	-5	-5	1	-9	-5	0	5	5
S=C(c1ccc(N2CCCC2)cc1)N1CCCCC1	-37	1	-16	17	-7	-1	-6	-25	-17	-10	-18
c1ccc(CCN=C2CCCc3c2[nH]c2ccccc32)cc1	-17	2	15	-1	3	-4	-13	2	7	-11	19
COc1ccc(S(=O)(=O)N2CCOCC2)cc1NC(=O)COC(=O)C1CC1C (stereo unspecified)	-3	-5	-7	-33	7	-1	0	-8	-9	-8	-4
O=C1Nc2cc(Cl)c(Cl)cc2N(O)N1c1ccc(Cl)cc1	-23	-2	-13	8	-4	0	5	3	1	14	0
COc1ccc(C2(C(=O)Nc3ccc(C)c(C)c3)CCOCC2)cc1	16	-1	9	6	8	-6	7	-5	10	-12	-10
O=C(O)c1ccc2c(c1)SC1=NS(=O)(=O)CCN12	5	-6	-33	2	0	-4	5	-35	1	-4	-11
O=C1CN(CC(=O)Nc2ccc(SC(F)F)cc2)CCN1	-30	0	26	-4	-21	0	4	8	1	14	1
O=C(CSc1nnc(CNC(=O)C23CC4CC(CC(C4)C2)C3)n1-c1ccccc1)Nc1ccccc1	6	2	13	-3	1	0	0	-2	12	0	-8
C=CCNC(=O)CSc1nnc(-c2ccccn2)n1Cc1ccccc1	-4	4	-3	-6	-2	-1	2	-2	17	11	-12
CCOC(=O)c1ccc(N2C(=O)CC(NC3CCN(C(=O)c4ccc(F)cc4)CC3)C2=O)cc1 (stereo unspecified)	6	-6	-55	24	7	-3	-7	-6	-20	-13	14
CC1CCC(C(=O)NC(C(=O)N2CCC(N3CCCCC3)CC2)C(C)C)CC1 (stereo unspecified)	-2	-4	15	-13	1	1	0	2	-7	-1	1
Cc1ccc(C)c(NC(=O)CSc2nnc(-c3ccccc3)n2N)c1	-23	3	8	15	7	-5	-8	-8	-14	41	19
COc1ccc(S(=O)(=O)Nc2cccc(-c3ccc4nncn4n3)c2)cc1	30	-8	-17	-31	2	-2	4	2	14	35	9
O=C(NC(NC1CCS(=O)(=O)C1)C(=O)c1ccccc1)c1ccc(Cl)cc1 (stereo unspecified)	-24	4	1	-15	-9	-2	-5	-8	-6	-10	-8
CC(=O)NC(c1cccc(F)c1)c1nc(-c2ccccc2)cs1 (stereo unspecified)	-5	-7	3	-18	.	-4	-1	17	4	2	12
Cc1c(/C=C(\CC(=O)O)c2nc3ccccc3s2)cc(C#N)n1C	-25	1	-35	-14	-1	-6	-8	-35	-15	5	-7
c1ccc(CSc2nnc(-c3cccs3)o2)cc1	-81	-2	-37	-50	-3	0	-8	-84	-83	-52	-56
CC(C)n1c(NCc2cccs2)nc2ccccc21	5	-3	-4	-11	5	7	-1	11	2	-1	1
C[C@H]1CCCCO[C@H](CN(C)CC2CCCCC2)[C@@H](C)CN([C@@H](C)CO)C(=O)c2cc(NS(=O)(=O)c3ccccc3)ccc2O1	8	1	8	8	-2	5	-2	-6	-6	-12	-2
CCOc1ccc(-c2csc(NC(=O)c3ccco3)n2)cc1	-39	-2	-4	-7	3	-3	-7	-41	-41	-46	-12
Nc1ccnn1Cc1ccncc1	-10	-1	3	2	4	-5	-7	-11	15	7	15
COC(=O)c1cccc(NC2CC(=O)N(c3ccc(OC)c(OC)c3)C2=O)c1 (stereo unspecified)	16	-1	-5	0	3	-2	-3	3	9	18	-2
C=CCOC(=O)C1=C[C@H](C2CCCCC2)[C@@H](CCCO)[C@H](OCC)O1	3	2	14	10	-1	-1	-16	10	-3	13	-27
Additional entries follow.
SMILES	TROY signal inh	ABHD5-PLIN5 inh	TWEAK Fn14 block	NCOA2 inhibitor	TLR9-MyD88 block	Granule exo inh	NOD2 RIPK2 PPI	SRC1 inh	NCOA3 inh	LRH-1 inv ag	COUP-TFII inh
CC1(C)CC(=O)C(C2=NC(C)(C)Cc3ccccc32)=C(O)C1	-2	3	7	-17	-19	-3	-3	-61	-4	10	-14
COc1ccc(NC(=S)N2CCN(c3ccccn3)CC2)cc1OC	4	-1	-5	-10	-5	0	5	4	0	15	-3
CCCn1c(SCC(=O)Nc2cccc(C)n2)nnc1C(C)C	-1	4	-9	9	.	2	-16	-11	13	-1	-2
Cn1c(-c2ccccc2)nc2cnccc21	0	2	-5	-21	-6	3	-6	-48	5	2	-12
COCc1ccc(C(=O)N2CCCC(N(C)CCc3ccc(OC)c(OC)c3)C2)s1 (stereo unspecified)	6	4	-2	-45	-17	-7	-6	-29	0	-4	0
CC(C)CCNC(=O)CCn1nc(-c2ccc(Cl)cc2)ccc1=O	3	2	-2	-5	-9	2	-9	-5	-14	-8	13
COC(=O)c1ccc2nc(-c3ccc(C#N)cc3)c(Cc3cccc(Cl)c3)n2c1	-4	-2	-6	-23	.	3	-10	.	.	28	7
CCCCOc1cccc(C(=O)Nc2ccc(S(=O)(=O)Nc3cc(C)on3)cc2)c1	-13	2	5	-16	1	-4	-11	2	3	-24	-7

Single records (already shown). Screens in order: TROY signal inh, ABHD5-PLIN5 inh, TWEAK Fn14 block, NCOA2 inhibitor, TLR9-MyD88 block, Granule exo inh, NOD2 RIPK2 PPI, SRC1 inh, NCOA3 inh, LRH-1 inv ag, COUP-TFII inh
`CC1(C)CC(=O)C(C2=NC(C)(C)Cc3ccccc32)=C(O)C1` in the list: -2, 3, 7, -17, -19, -3, -3, -61, -4, 10, -14
`COC(=O)c1ccc2nc(-c3ccc(C#N)cc3)c(Cc3cccc(Cl)c3)n2c1` in the list: -4, -2, -6, -23, ., 3, -10, ., ., 28, 7
`CCCn1c(SCC(=O)Nc2cccc(C)n2)nnc1C(C)C` in the list: -1, 4, -9, 9, ., 2, -16, -11, 13, -1, -2
`Cn1c(-c2ccccc2)nc2cnccc21` in the list: 0, 2, -5, -21, -6, 3, -6, -48, 5, 2, -12

These rows are one share of the data; rates above refer to the full screens.
